E-selectin induc = induces E-selectin expression in human endothelial cells. activation, % at 7.58 µM. P16581. 260,000 compounds, 0.37% hits. HUVEC E-selectin immunofluorescence imaging; normalized: neutral wells 0, TNF-alpha wells 100. AID 686992;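 active = mean E-selectin-positive cell signal at least 10% of the positive control, reached in at least 60% of replicates, without over 20% cell loss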;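 note: in these data hits start at about 27%; measured in HUVEC primary endothelial cells; signal is the percent of cells scored E-selectin positive by PE staining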
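Read-out: % PE-positive cells | Test system: HUVEC | Doses: One compound dose added by pin transfer | Buffer or medium: EGM-2 over gelatin coat | Signal: Immunofluorescence imaging | Benchmarks: TNF-alpha, DMSO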
S100A4 MyoIIA = inhibitors of human S100A4 binding to myosin IIA peptide. S100A4/TAMRA-MyoIIA peptide fluorescence polarization. inhibition, % at 10.7 µM. 360,000 compounds, 0.14% hits. P26447;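 active = mean inhibition of at least 70% across replicates, with every replicate also reaching that level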
Target sequence (P26447 whole entry, looked up): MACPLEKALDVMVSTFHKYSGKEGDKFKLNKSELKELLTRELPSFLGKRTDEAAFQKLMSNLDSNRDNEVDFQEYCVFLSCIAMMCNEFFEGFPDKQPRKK
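Compound dosing: one dose per compound; test system: human S100A4 monomer with TAMRA-labelled myosin IIA peptide; probe or stimulus: TAMRA-labelled myosin IIA heavy-chain peptide probe, 5 nM; medium: HEPES buffer with Ca2+, pH 7.2; schedule: 5 min incubation before reading; benchmarks: neutral control DMSO, positive control TFP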
esBAF inh = inhibitors of esBAF chromatin remodeling in mouse ES cells; Bmi1-luciferase knock-in reporter, 24 h; 100% = twice the neutral-well signal; reporter increase, % at 12.5 µM; 350,000 compounds, 2% hits; in the data active = activation above about 40%;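 note: 0% = median of the plate's neutral control wells and 100% = double that signal; a rise in the Bmi1 reporter signal indicates esBAF inhibition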
FN deposition inh = fibronectin deposition inhibition; inhibition, % at 12.6 µM; AH1F fibroblasts, Alexa488-fibronectin deposition fluorescence, overnight; AID 743247; 350,000 compounds, 0.086% hits;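 active = mean inhibition across replicates of 30% or more, regardless of how many single replicates reach that level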;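 note: positive control wells lacked labelled fibronectin entirely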
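material = AH1F fibroblast monolayer depositing Alexa488-labelled fibronectin into matrix | amount = 10000 AH1F cells/well | buffer or medium = DMEM plus 2% serum, read in PBS | incubation = 1 h cell adhesion before compound, then overnight fibronectin incubation | detection = fluorescence at 485 nm excitation, 525 nm emission | evaluation = percent inhibition as loss of matrix-bound fibronectin fluorescence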
RAD52 anneal inh = blocks human RAD52 DNA annealing; P43351; recombinant RAD52 DNA annealing, FRET fluorescence; inhibition, % at 18.7 µM; 360,000 compounds, 0.46% hits; AID 651710;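 active = every replicate showing at least 50% inhibition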
RAD54 inh = blocks human RAD54 Holliday junction branch migration; Q92698; FAM/BHQ fluorescence; inhibition, % at 10.4 µM; 360,000 compounds, 0.14% hits;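 active = mean normalized replicate activity at least 40 and at least half of replicates scoring 40 or more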;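 note: 0% = median of neutral control wells and 100% = median of positive control wells; inhibitors cause a drop in the FAM fluorescence signal; in these data hits start at about 50%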
Target sequence (Q92698 whole entry, looked up): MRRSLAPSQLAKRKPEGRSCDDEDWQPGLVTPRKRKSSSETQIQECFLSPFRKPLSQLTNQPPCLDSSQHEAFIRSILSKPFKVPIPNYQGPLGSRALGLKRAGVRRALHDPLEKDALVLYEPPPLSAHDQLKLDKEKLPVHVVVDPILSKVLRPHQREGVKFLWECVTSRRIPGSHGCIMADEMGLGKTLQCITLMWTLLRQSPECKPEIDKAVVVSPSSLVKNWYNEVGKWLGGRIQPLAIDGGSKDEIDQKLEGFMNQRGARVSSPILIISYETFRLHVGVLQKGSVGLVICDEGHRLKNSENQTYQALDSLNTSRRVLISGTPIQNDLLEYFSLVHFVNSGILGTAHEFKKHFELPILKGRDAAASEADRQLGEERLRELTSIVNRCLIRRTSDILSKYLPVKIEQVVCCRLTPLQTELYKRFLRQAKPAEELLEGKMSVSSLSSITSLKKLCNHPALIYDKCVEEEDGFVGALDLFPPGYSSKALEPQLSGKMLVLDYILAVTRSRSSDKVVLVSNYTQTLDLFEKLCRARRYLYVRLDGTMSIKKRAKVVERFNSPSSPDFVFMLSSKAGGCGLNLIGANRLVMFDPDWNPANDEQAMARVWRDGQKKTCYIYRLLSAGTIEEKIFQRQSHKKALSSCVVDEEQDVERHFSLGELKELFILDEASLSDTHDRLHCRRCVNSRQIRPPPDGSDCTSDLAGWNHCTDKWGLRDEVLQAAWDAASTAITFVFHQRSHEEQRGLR
EWS-Fli block = inhibitors of EWS/Fli oncoprotein transcriptional activity; inhibition, % at 12.6 µM; AID 651661; A673 NR0B1-luciferase reporter, viability-normalised; 350,000 compounds, 0.67% hits;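 active = mean inhibition of at least 50% after viability correction, with every replicate also passing that limit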;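 note: firefly luciferase signal divided by Alamar Blue viability fluorescence both relative to DMSO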
XiGFP reactiv = X-chromosome reactivation activator; XiGFP mouse fibroblasts, % GFP-positive cells imaging, 3 d; cells co-treated with 5-aza-dC sensitizer; scaled so ellipticine positive control = 100%; 360,000 compounds, 0.055% hits; AID 743238; activation, % at 7.58 µM;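 active = mean normalized replicate activation at least 10% and every replicate at or above 10%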;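 note: 0% = median of on-plate neutral control wells and 100% = ellipticine 6 µM median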
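System: 68-5-11 XiGFP fibroblast line; Timing: 3 days compound exposure; Compound dosing: one concentration, pinned; Benchmarks: positive control ellipticine, 6 µM final; Buffer or medium: DMEM containing 5-aza-dC.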
Active calls of the source: *; x = not tested or not shown; & = joins results of further samples.

SMILES	E-selectin induc	S100A4 MyoIIA	esBAF inh	FN deposition inh	RAD52 anneal inh	RAD54 inh	EWS-Fli block	XiGFP reactiv
CC(C)CC#Cc1ccc([C@@H]2[C@H]3CN(S(=O)(=O)c4cccc(F)c4)CC(=O)N3[C@H]2CO)cc1	-0.2	-2.3	x	-5.8	-15.0	x	-6.1	0.0
Nc1ccn([C@@H]2O[C@H](C(=O)Nc3cc(C(F)(F)F)cc(C(F)(F)F)c3)[C@@H](O)[C@H]2O)c(=O)n1	1.0	-4.2	0.7	-6.0	1.9	-9.7	3.8	x
COc1ccc(O)c(-c2cc(-c3ccc(F)cc3)n[nH]2)c1	x	13.3	71.9*	20.0	-7.3	23.0	-117.6	0.0
C[C@@H]1CN([C@H](C)CO)C(=O)c2cccc(NS(=O)(=O)c3ccc(Cl)cc3)c2O[C@H]1CN(C)S(=O)(=O)c1ccc(F)cc1	-0.7	x	-1.2	x	x	-8.1	-3.7	-0.9
CC1CCN(S(=O)(=O)c2ccc(S(=O)(=O)N3CCCC3)cc2)CC1	x	-1.2	1.6	7.7	-18.3	3.3	-3.3	0.1
C[C@@H]1CCCCO[C@H](CN(C)C(=O)c2ccncc2)[C@@H](C)CN([C@H](C)CO)C(=O)c2cc(NC(=O)c3ccncc3)ccc2O1	-0.2	-0.5	-0.4	-1.0	0.0	1.8	x	0.1
CCc1c(C(C)S(=O)(=O)c2ccccc2)[nH]c(=O)n1CC (configuration not stated)	x	0.9	-8.7	10.4	-16.7	-13.4	-2.8	0.3
Cc1ccccc1OCCOC(=O)c1ccc(S(=O)(=O)N2CCCC2)cc1	x	-1.1	9.1	6.0	-9.6	7.3	0.2	-0.1
COc1ccc(S(=O)(=O)N(C)C[C@H]2OCCCC[C@H](C)Oc3ccc(N(C)C)cc3C(=O)N([C@H](C)CO)C[C@@H]2C)cc1	0.7&0.1	1.1&-4.7&17.2	4.8&2.2&7.6	-8.9	-17.7&18.1&-59.5	-0.5&9.0&8.2	10.0&-5.0	0.0&0.1
CO[C@@H]1CN(C)C(=O)c2ccc(NC(=O)C3CC3)cc2OC[C@@H](C)N(Cc2cccnc2)C[C@@H]1C	-0.1	0.6	-0.3	2.4	1.1	-2.6	-3.5	-0.1
CO[C@@H]1CN(C)C(=O)c2cc(NC(=O)C3CCC3)ccc2OC[C@H](C)N(Cc2ccccn2)C[C@H]1C	-0.1	-5.6	1.9	3.2	-9.6	-5.0	-5.6	0.7
CC(NC(=O)COC(=O)C12CC3CC(CC(Br)(C3)C1)C2)c1ccccc1 (configuration not stated)	-0.2	3.6	-6.7	-3.9	-14.4	-3.5	7.5	0.6

Exported comma-delimited: entries from further up
SMILES,E-selectin induc,S100A4 MyoIIA,esBAF inh,FN deposition inh,RAD52 anneal inh,RAD54 inh,EWS-Fli block,XiGFP reactiv
CC(C)CC#Cc1ccc([C@@H]2[C@H]3CN(S(=O)(=O)c4cccc(F)c4)CC(=O)N3[C@H]2CO)cc1,-0.2,-2.3,x,-5.8,-15.0,x,-6.1,0.0
Nc1ccn([C@@H]2O[C@H](C(=O)Nc3cc(C(F)(F)F)cc(C(F)(F)F)c3)[C@@H](O)[C@H]2O)c(=O)n1,1.0,-4.2,0.7,-6.0,1.9,-9.7,3.8,x
COc1ccc(O)c(-c2cc(-c3ccc(F)cc3)n[nH]2)c1,x,13.3,71.9*,20.0,-7.3,23.0,-117.6,0.0
C[C@@H]1CN([C@H](C)CO)C(=O)c2cccc(NS(=O)(=O)c3ccc(Cl)cc3)c2O[C@H]1CN(C)S(=O)(=O)c1ccc(F)cc1,-0.7,x,-1.2,x,x,-8.1,-3.7,-0.9
CC1CCN(S(=O)(=O)c2ccc(S(=O)(=O)N3CCCC3)cc2)CC1,x,-1.2,1.6,7.7,-18.3,3.3,-3.3,0.1
C[C@@H]1CCCCO[C@H](CN(C)C(=O)c2ccncc2)[C@@H](C)CN([C@H](C)CO)C(=O)c2cc(NC(=O)c3ccncc3)ccc2O1,-0.2,-0.5,-0.4,-1.0,0.0,1.8,x,0.1
CCc1c(C(C)S(=O)(=O)c2ccccc2)[nH]c(=O)n1CC (configuration not stated),x,0.9,-8.7,10.4,-16.7,-13.4,-2.8,0.3
Cc1ccccc1OCCOC(=O)c1ccc(S(=O)(=O)N2CCCC2)cc1,x,-1.1,9.1,6.0,-9.6,7.3,0.2,-0.1
COc1ccc(S(=O)(=O)N(C)C[C@H]2OCCCC[C@H](C)Oc3ccc(N(C)C)cc3C(=O)N([C@H](C)CO)C[C@@H]2C)cc1,0.7&0.1,1.1&-4.7&17.2,4.8&2.2&7.6,-8.9,-17.7&18.1&-59.5,-0.5&9.0&8.2,10.0&-5.0,0.0&0.1

(further entries)
SMILES	E-selectin induc	S100A4 MyoIIA	esBAF inh	FN deposition inh	RAD52 anneal inh	RAD54 inh	EWS-Fli block	XiGFP reactiv
O=C(C[C@@H]1CC[C@H]2[C@@H](COC[C@@H](O)CN2C(=O)C2CCCC2)O1)NCc1ccncc1	0.0	-36.7	-2.8	7.5	-7.2	0.5	-5.3	0.2
Cc1ccc(-c2cn3cccc(C)c3n2)cc1	4.6	-1.4	x	-4.5	-11.2	x	2.4	-0.1
COc1ccc(CC(=O)OCC(=O)NC(=O)Nc2ccccc2F)cc1	x	-18.0	-2.1	7.1	-11.3	-8.0	2.3	0.5
O=[N+]([O-])c1ccc(SCCc2ccncc2)cc1	0.1	-3.8&5.4	-2.4	-10.3&-2.1	-7.0&0.1	-12.2&2.9	5.5&2.3	-0.1&0.1
C[C@@H]1CN([C@@H](C)CO)C(=O)c2cc(NS(=O)(=O)c3ccc(Cl)cc3)ccc2O[C@@H](C)CCCCO[C@H]1CN(C)C	-0.2	6.7	-1.5	x	-17.7	13.6	-2.1	0.2
Cc1ccccc1NC(=O)C(=O)NNC(=O)COc1ccc2ccccc2c1	x	-1.6	-3.2	-3.9	-3.4	8.9	1.9	0.7
N#Cc1ccc(-c2ccc3c(c2)[C@@H]2[C@@H](CCN2C(=O)c2ccncc2)[C@H](CO)N3)cc1	1.0	10.1	-1.9	2.7	1.1	7.3	3.2	0.4
COc1ccc(Br)cc1/C=N/NC(=O)c1ccco1	0.3	1.8	0.9	-2.9	-28.4	x	3.9	0.1
COC(=O)C[C@H]1CC[C@@H]2[C@@H](COc3ccc(NC(=O)c4ccc(C(F)(F)F)cc4)cc3C(=O)N2C)O1	0.1	-2.8	15.8	-2.5	-4.0	0.7	-51.3	0.2
COc1ccc(C)cc1NC(=O)CC(NC(C)=O)c1ccccc1 (configuration not stated)	x	-3.7	x	-13.1	-4.3	x	-15.5	0.0
O=c1c2ccccc2nc(/C=C/c2c[nH]c3ccccc23)n1-c1ccc([N+](=O)[O-])cc1	x	-1.7	x	-12.9	-6.5	x	-13.9	0.0
CCOC(=O)c1cc(-c2ccccc2)sc1NC(=O)COC	x	-8.4	x	-6.3	-11.3	x	-13.0	0.1
O=C(COC(=O)[C@@H]1CCCN1S(=O)(=O)c1ccccc1F)Nc1ccc(OC(F)F)cc1	0.1	1.5	-0.5	2.9	-7.5	-20.5	-4.8	0.0
C[C@@H]1CN([C@H](C)CO)C(=O)c2cc(NC(=O)NC3CCCCC3)ccc2O[C@H]1CN(C)S(C)(=O)=O	-0.1&-0.5	1.1&-3.9	-9.9&-1.7	-4.9&0.2	7.7&-0.3	0.1&0.0	-3.0&-1.7	0.2&0.1
CCNC(=O)Nc1ccc2c(c1)C(=O)N(C)[C@H]1CC[C@H](CC(=O)N[C@H](C)c3ccccc3)O[C@H]1CO2	0.2	-0.2	0.5	-6.8	-10.5	4.9	-12.1	0.1
CC(=O)Nc1ccc2c(c1)CCCC2	5.4	-6.9	x	-0.5	-8.2	x	-15.6	0.4
CO[C@@H]1CN(C)C(=O)c2cc(NC(=O)Nc3cccc(Cl)c3)ccc2OC[C@H](C)N(C(=O)Nc2c(C)noc2C)C[C@H]1C	-0.1	x	-3.0	1.3	x	x	-1.5	0.0
N#C[C@@H]1[C@H](c2ccc(-c3ccc(F)cc3)cc2)[C@H](CO)N1c1nc(-c2ccccc2)cs1	0.1	-1.7	-4.0	16.9	-9.7	-4.3	2.7	0.2
CCOc1ccc(C(=O)OCC(=O)Nc2cccc(S(=O)(=O)N3CCCC3)c2)cc1	0.5	-3.6	5.3	-11.3	-24.3	-7.4	-8.5	0.1
CC(C)OC(=O)CSc1ncnc2c1cnn2-c1ccccc1	x	5.0	0.3	x	-0.4	-5.1	-9.1	x
CCCNC(=O)C[C@H]1CC[C@H]2[C@@H](COc3ccc(NS(=O)(=O)CC)cc3C(=O)N2C)O1	0.1	4.4	-2.4	-15.1	10.2	6.2	4.5	0.1
C[C@@H]1CCCCO[C@H](CN(C)Cc2ccc(C(F)(F)F)cc2)[C@H](C)CN([C@@H](C)CO)C(=O)c2cc(NC(=O)CCCN(C)C)ccc2O1	-0.1	3.0	-1.9	x	44.8	2.7	7.0	-0.1
CCN(CC)CCCNC(=O)c1cc(-c2ccc(Cl)c(Cl)c2)on1	x	-4.2	14.7	x	8.7	4.1	3.2	x
COc1ccc(S(=O)(=O)N(C)C[C@@H]2Oc3ccc(NC(=O)CCCN(C)C)cc3C(=O)N([C@H](C)CO)C[C@@H]2C)cc1	24.4	1.5	0.0	x	-7.9	2.7	4.7	0.1
O=C(c1cc2cc([N+](=O)[O-])ccc2s1)N1CCCCC1	2.1	6.8	x	-1.6	-8.0	x	-87.0	0.0
CCc1cc(-c2nnn(CCC3COCCO3)c2CC)ccc1-c1cn(CCc2c[nH]c3ccccc23)nn1 (configuration not stated)	0.3	-2.3	5.5	x	-12.5	8.6	49.5	0.0
COc1ccc(NC(=O)N(C)C[C@H]2OCCCC[C@H](C)Oc3ccc(NC(=O)Nc4ccc(F)cc4)cc3C(=O)N([C@@H](C)CO)C[C@@H]2C)cc1	-0.4	-9.4	11.6	x	16.3	-9.3	0.8	0.2
C[C@H]1CN([C@@H](C)CO)C(=O)c2cc(C3=CCCC3)cnc2O[C@H]1CN(C)C(=O)Nc1ccccc1	0.0	4.0	-3.1	x	0.0	1.5	1.4	-0.9
COc1cc(NCCCCC(C)N)c2nccc(C)c2c1 (configuration not stated)	0.7	30.3	-17.8	0.4	75.8*	9.5	0.8	0.0
CCCC#Cc1cnc2c(c1)C(=O)N([C@@H](C)CO)C[C@H](C)[C@@H](CN(C)C(=O)Nc1cc(F)ccc1F)O2	0.0	-1.2	2.5	0.4	-4.2	-4.1	7.4	0.1
